Screening results from PubChem.
Pol iota inh – blocks human DNA polymerase iota activity; Q9UNA4; Pol iota fluorescent replication assay, 10 min; Potency, µM (titrated, usually from 115 µM), for inactives: top-dose activity, negative = inhibition, most hits filed as inhibitors; 390,000 tested, 1% active
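Pol iota at 10 nM preincubated 15 min with compounds at room temperature; reaction started with fluorescent substrate, 50 nM final. Fluorescence read kinetically at 0 and 10 min; buffer-only wells as negative control.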
Pol kappa inh – DNA polymerase kappa (human) inhibition | purified Pol kappa, fluorescent DNA synthesis assay, 10 min | Q9UBT6 | 400,000 tested, 0.53% active | Potency, µM (doses to about 107 µM), for inactives: at the top dose activity, negative = inhibition, usual class: inhibitors | AID 588579; further: on the % scale 0 is the no-effect control and ±100 the full control effect
Target sequence (Q9UBT6 whole entry, looked up): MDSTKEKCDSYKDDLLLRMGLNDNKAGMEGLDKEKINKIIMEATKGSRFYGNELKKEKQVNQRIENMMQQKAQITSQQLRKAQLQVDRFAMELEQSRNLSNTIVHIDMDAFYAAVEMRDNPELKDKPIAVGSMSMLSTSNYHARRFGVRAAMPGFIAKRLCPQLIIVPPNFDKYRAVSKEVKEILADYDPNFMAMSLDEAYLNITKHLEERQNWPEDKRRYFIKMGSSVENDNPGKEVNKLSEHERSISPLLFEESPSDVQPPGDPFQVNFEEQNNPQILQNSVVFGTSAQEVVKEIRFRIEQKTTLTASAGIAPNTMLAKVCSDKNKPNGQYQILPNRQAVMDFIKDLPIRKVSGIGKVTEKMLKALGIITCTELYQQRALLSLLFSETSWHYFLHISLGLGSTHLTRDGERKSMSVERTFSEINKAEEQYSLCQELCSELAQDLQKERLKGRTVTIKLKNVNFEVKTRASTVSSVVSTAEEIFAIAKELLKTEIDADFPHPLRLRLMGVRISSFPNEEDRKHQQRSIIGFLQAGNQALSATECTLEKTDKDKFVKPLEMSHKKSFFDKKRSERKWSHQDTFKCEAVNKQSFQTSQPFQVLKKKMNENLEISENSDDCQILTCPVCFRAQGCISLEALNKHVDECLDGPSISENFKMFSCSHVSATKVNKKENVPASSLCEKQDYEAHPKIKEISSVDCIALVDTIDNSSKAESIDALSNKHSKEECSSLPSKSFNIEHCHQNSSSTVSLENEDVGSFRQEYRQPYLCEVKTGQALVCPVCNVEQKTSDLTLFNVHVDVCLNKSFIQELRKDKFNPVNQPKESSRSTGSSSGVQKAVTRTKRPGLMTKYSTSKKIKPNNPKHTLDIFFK
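10 nM Pol kappa preincubated 15 min at room temperature with compounds, then reaction started with substrate at 50 nM final. Fluorescence read kinetically at 0 and 10 min; buffer-only wells served as negative control.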
POLB inh – blocks human DNA polymerase beta activity; AID 485314; Potency, µM (titrated, usually from 114 µM), for inactives: at the top dose activity change, negative = inhibition, most hits filed as inhibitors; 340,000 tested, 1.3% active; Pol beta primer extension/strand displacement, fluorescence kinetic; P06746; further: on the % scale 0 is the no-effect control and ±100 the full control effect
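Pol beta (10 nM) and compounds were preincubated 15 min at room temperature, then 50 nM substrate (final) started primer extension/strand displacement. Reads were taken at 0 and 10 min; concentration-response data were fitted to a four-parameter Hill equation.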
JMJD2A Tudor inh – inhibitors of human JMJD2A Tudor domain; AlphaScreen JMJD2A-Tudor / H3K4me3 peptide binding; Potency, µM (top dose mostly 114 µM), for the others: top-dose activity change, negative = inhibition, most hits filed as inhibitors; O75164; 390,000 tested, 4.4% active; further: on the % scale 0 is the no-effect control and ±100 the full control effect; nearly all actives have a fitted effect of over 50% in size
APEX1 inh – blocks human APE1 abasic DNA cleavage. 350,000 tested, 0.35% active. Potency, µM (doses to about 65.8 µM), for inactives: at the highest dose activity change, negative = inhibition, usual class: inhibitors. P27695. recombinant APE1, TAMRA/BHQ-2 abasic DNA cleavage fluorescence;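 further: plate controls were vehicle for no effect and reference inhibitor for full effect; nearly all actives have a fitted effect of over 55% in size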
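Enzyme (0.75 nM final) and test compound are incubated 15 min at room temperature before adding 50 nM quenched THF abasic-site duplex. Cleavage dequenches TAMRA, followed at 525/598 nm over three reads one minute apart.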
G9a block – G9a (human) methyltransferase inhibition; Q96KQ7; G9a H3K9 monomethylation, AlphaScreen, 2 h; Potency, µM (titrated, usually from 102 µM), inactives show at the highest dose activity, negative = inhibition, most hits filed as inhibitors; 350,000 tested, 8.8% active; further: on the % scale 0 is the no-effect control and ±100 the full control effect; nearly all actives have a fitted effect of over 75% in size
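Readings reflect AlphaScreen signal from monomethyl-H3K9 antibody detection. HMT at 20 nM; substrate b-H3K9 500 nM; cofactor SAM 20 uM; 2 h RT reaction; compounds tested as titrations in qHTS with 15 min preincubation.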
BAZ2B inh – BAZ2B (human) inhibition; Q9UIF8; AlphaScreen BAZ2B-H3K14Ac peptide displacement; Potency, µM (series often up to 114 µM), for inactives: top-dose activity change, negative = inhibition, actives largely listed as inhibitors; 360,000 tested, 4.4% active; AID 504333; further: on the % scale 0 is the no-effect control and ±100 the full control effect; nearly all actives have a fitted effect of over 60% in size
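AlphaScreen luminescence quantifies BAZ2B engagement of H3K14Ac peptide; the protein and biotinylated peptide are both at 50 nM final, buffer PBS pH 7.4 with 0.01% Tween-20, all steps at room temperature.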
POLH inh – inhibitors of human DNA polymerase eta; 390,000 tested, 1.2% active; Potency, µM (series often up to 114 µM), without a hit: top-dose activity change, negative = inhibition, usual class: inhibitors; recombinant Pol eta, fluorescent DNA replication assay; Q9Y253; further: on the % scale 0 is the no-effect control and ±100 the full control effect
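Fluorescent replication assay: 50 nM final substrate added after a 15 min room-temperature compound preincubation with 10 nM enzyme. Signal taken at 0 min and again at 10 min.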
BLM inh – blocks DNA unwinding by human BLM helicase | P54132 | recombinant BLM DNA unwinding, fluorescence dequenching | Potency, µM (titrated, usually from 56.1 µM), for inactives: top-dose activity change, negative = inhibition, most hits filed as inhibitors | 350,000 tested, 0.2% active;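 further: plate controls were vehicle for no effect and no enzyme for full effect; nearly all actives have a fitted effect of over 35% in size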
* hit, by the source's call; ? = inconclusive; / = no result given; [ ] = dose if it differs, or a comment. The call rests on the fitted dose curve; in most records, active means well fitted curve in the direction sought with a large enough effect; inconclusive means small, poorly fitted or top-dose-only effect, or another doubt; inactive means no such curve, though single readings can be large; an effect the other way counts as inactive or inconclusive. Potency means the concentration at half of the fitted maximal effect.

SMILES	Pol iota inh	Pol kappa inh	POLB inh	JMJD2A Tudor inh	APEX1 inh	G9a block	BAZ2B inh	POLH inh	BLM inh
Cc1cc(=O)[nH]c2c1c(C)nn2-c1ccccc1	23.2%	-2.4%	4.2%	-9.5%	5.2%	-10.9%[59 µM]	-0.4%	12.9%	2.0%
CCOc1ccc(NC(=O)Cn2nc3c(cc2=O)CC(C)CC3)cc1 (stereo unspecified)	-0.3%	-2.9%[60.1 µM]	10.8%	-15.5%	/	10.4%[59 µM]	3.4%	-5.0%	-0.3%
COc1cc(/C=C(\C#N)c2nc3ccc(C)cc3[nH]2)c([N+](=O)[O-])cc1OC	-5.4%	-11.9%	?	-14.7%	-13.1%	/	-12.8%	?	-10.9%
CN(CC(=O)NC1CC(C)(C)NC(C)(C)C1)S(=O)(=O)c1ccc(Br)cc1	15.8%	-7.4%	13.5%	-15.8%	9.2%	25.1%	0.7%	-13.3%	-0.3%
CCOC(=O)C1=C(N)Oc2cc(C)n(C)c(=O)c2C1c1ccncc1 (stereo unspecified)	-7.4%	-4.3%	5.8%	7.9%[57.1 µM]	0.4%	50.1µM*	-2.7%	-11.1%	0.0%
O=C(/C=C/c1c(F)cccc1Cl)Nc1nc2ccccc2[nH]1	3.9%	-1.5%	18.0%	-28.7%	3.8%	-10.9%[59 µM]	-2.4%	-15.2%	0.7%
Cc1c(C(=O)N2CCN(C3CCS(=O)(=O)C3)CC2)oc2ccc(Cl)cc12 (stereo unspecified)	24.9%	6.4%	/	0.7%	21.3%	-30.8%	9.0%	-5.4%	/
C=CCNC(=S)NNc1ncnc2sc3c(c12)CC(C)(C)OC3	-9.2%	8.6%	9.6%	-16.8%	11.0%	-2.4%[0.501 µM]	-3.3%	-7.9%	-2.7%
Cc1cc(C)c(C)c(OCC(=O)N2CCCCCC2)c1	17.0%	1.1%	5.1%	-5.3%[57.1 µM]	-3.4%	10.9%[59 µM]	0.9%	3.2%	-2.2%
COc1ccc(N=C2NC(=O)/C(=C\c3ccco3)S2)cc1	39.8µM*	?	20µM*	?	7.94µM*	?	28.2µM*	?	?
CC(NC(=O)CCC(=O)c1ccccc1)c1ccc(F)cc1 (stereo unspecified)	-9.8%	-5.9%	/	-22.4%	14.4%	-32.8%	0.6%	0.5%	/
C/C(=N\NS(C)(=O)=O)c1ccc(C)cc1	15.2%	3.2%	-17.5%	2.0%	-3.7%	-31.8%[59 µM]	4.0%	4.2%	-3.8%
CCN1CCN(CCNC(=O)c2cc(Cl)c(NC(=O)C3=C(C)OCCS3)cc2OC)CC1	-2.9%	5.8%	-0.2%	-32.4%	21.9%	?	-21.1%[57.1 µM]	3.5%	-2.8%
CSC1=C(C#N)C(c2ccc(Cl)cc2)C2=C(CC(C)(C)CC2=O)N1 (stereo unspecified)	-9.5%	-11.0%	2.1%	1.4%	-4.0%	?	10.9%	-21.8%	-10.1%
COc1ccc(NC(=O)CSc2nnnn2C)cc1S(=O)(=O)N1CCCCC1	27.3%	-12.5%	/	-6.2%	47.2%[activator]	15.8%[59 µM]	4.2%	0.9%	/
Cn1nccc1C(=O)Nc1nnc(C2CC2)s1	-9.0%	0.1%	1.0%	-1.4%	10.1%	?	-2.3%	-15.5%	-0.1%
COc1ccc(S(=O)(=O)N(C)c2ccc(C(=O)N3CCN(c4ccccc4)CC3)cc2)cc1OC	23.5%	-22.3%	8.9%	-35.6%	-12.3%	12.2%[12.7 µM]	?	-19.4%	-19.0%
Cc1ccc[n+](CC(=O)Nc2cc(C(F)(F)F)ccc2Cl)c1	35.1%[activator]	0.0%	18.6%	-4.7%	?	6.0%[59 µM]	-1.6%	-5.0%	-0.9%
Cc1ccc(SCc2c(C(=O)N/N=C/c3ccccc3)nnn2-c2nonc2N)cc1	107.9%[activator]	-14.0%	23.8%	-7.6%	8.9%	/	-0.7%	0.1%	-7.2%
NS(=O)(=O)c1ccc(O)c(NC(=O)c2ccc([N+](=O)[O-])cc2)c1	-2.6%	8.6%	-1.4%	-11.6%	5.8%	-31.6%	-15.7%	-12.4%	1.2%
COC(=O)c1ccc(-c2ccc(OC)c(C3C4C=CCC(C)C4C(=O)N3Cc3ccccc3)c2)cc1 (stereo unspecified)	9.3%	-5.7%	/	-24.8%	-3.9%	/	/	/	-6.7%
Cc1cc(C)nc(SCc2nc3ccccc3n2C)n1	5.6%	11.4%	37.0%	-3.2%	-5.8%	-27.7%	-5.5%	-12.7%	4.8%
CC(=O)c1ccc(OCC(O)CNCc2ccc3c(c2)OCO3)cc1 (stereo unspecified)	13.7%	-21.6%	-26.2%	-24.6%	4.4%	/	-19.4%	-0.7%	5.4%
Cc1ccc(S(=O)(=O)N2CCCCC2)cc1NC(=O)Cn1ccc(C(F)(F)F)n1	110.4%[activator]	-18.9%	29.1%	-10.5%	-5.1%	22.1%	-0.4%	-2.4%	-5.6%
COC(=O)c1ccc(COc2ccccc2/C=N/Nc2cccc(C(=O)O)c2)cc1	?	?	-3.0%	-9.6%	-8.3%	25.1µM*	-37.4%	79.4µM*	-2.2%
Cc1ncoc1C(=O)N1CCCC(C(=O)c2ccc(-c3ccccc3)cc2)C1 (stereo unspecified)	-25.8%	-21.1%	-0.7%	-31.7%	-1.5%	?	?	-14.8%	-5.9%
Fc1ccc(Nc2ncnc3sc4c(c23)CCC4)cc1	?	8.5%	-12.3%	4.3%	2.4%	?	1.4%	-22.9%	-2.6%
Cc1ccc2c(CC(=O)Nc3ccc(S(=O)(=O)N4CCCCC4)cc3)coc2c1C	3.2%	-19.8%	-11.2%	-19.1%	/	-6.8%[59 µM]	?	-20.7%	-10.7%
Cc1ccc(CN2CCN(CCCc3ccccc3)CC2CCO)cc1 (stereo unspecified)	44.4%	4.9%	28.6%	-31.2%	-3.2%	?	-7.4%	-22.3%	-4.9%
CC(=O)Nc1ccc(NC(=O)C(C)OC(=O)c2ccc(-n3cnnn3)cc2)cc1 (stereo unspecified)	-1.0%	-15.6%	/	-24.8%	8.9%	16.0%[2.33 µM]	7.2%	-13.3%	/
CCC1CCc2sc(C(=O)N3CCCN(C)CC3)cc2C1 (stereo unspecified)	4.9%	7.6%	26.2%	-10.3%	27.4%	5.3%	-9.8%	-9.2%	0.3%
CC(=O)c1c(OC(=O)c2ccc(C)cc2)c2ccccc2n1C	?	-11.5%[60.1 µM]	-26.4%	10.1%	-3.2%	-32.6%[59 µM]	8.4%	-8.8%	-7.7%
COc1ccc(Cc2noc(CN3CCN(C4CCc5ccccc5C4)CC3)n2)cc1OC (stereo unspecified)	96.9%[activator]	-11.0%	-18.2%	-28.5%	5.6%	/	-3.2%	-11.8%	-8.1%
Cc1cc(NC(=O)NC(=O)c2ccccc2NC(=O)C(C)N)ccc1Oc1ncc(Br)cn1 (stereo unspecified)	18.8%	-6.8%	/	-19.4%	/	/	/	-16.3%	/
CCO[C@H]1OC(C(=O)NCc2nc3ccccc3[nH]2)=C[C@@H](c2ccc(Br)cc2)[C@@H]1CCCO	4.8%	-14.6%	/	-26.1%	/	/	/	-7.8%	/
O=C(N/N=C\c1ccc(F)cc1)c1csnn1	?	-0.3%	-10.4%	-18.6%	-3.1%	1.58µM*	-15.4%	-10.2%	1.5%
Cc1nn(C)c(Cl)c1S(=O)(=O)N1CCC(CO)(CCc2ccccc2)CC1	170.5%[activator]	-10.2%	2.6%	-19.7%	7.5%	4.5%	-19.5%	-9.9%	0.0%
COc1ccc2c(=O)c(-c3nc(C)cs3)coc2c1	5.3%	-3.2%	-20.8%	1.4%	-2.8%	3.9%[12.7 µM]	0.8%	5.3%	2.0%
CCCCCN(C(=O)CN(C)Cc1ccc(OC)cc1OC)c1c(N)n(CCCC)c(=O)[nH]c1=O	-2.9%	-15.0%	11.8%	-15.8%	-1.6%	3.8%[59 µM]	3.8%	0.5%	-2.3%
O=C(O)c1ccccc1-c1ccccc1C(=O)Nc1cccc(O)c1	95.7%[activator]	-12.4%	6.5%	-6.8%[57.1 µM]	-7.7%	0.2%	-18.4%	-14.0%	-1.9%
CN(Cc1ccccc1)C(=O)c1ccc(CSc2nc3cccnc3n2Cc2ccccc2F)cc1	-6.5%	-5.8%	-1.9%	5.01µM*	/	4.47µM*	25.1µM*	-10.1%	-2.0%
COc1ccc(C(=O)NNC(=O)C(=O)/C=C(\O)c2ccc(C)cc2)cc1	-16.2%	-0.5%	-0.3%	-35.9%	-19.8%	19.9%	-7.9%	-27.3%	-3.5%
O=C(Nc1ccccc1C(=O)N1CCCCC1)c1ccc(Cl)cc1Cl	65.0%[activator]	8.2%	20.5%	8.1%	47.1%	-20.7%	10.0%	-18.7%	-2.0%
Clc1ccc(-c2ccccc2)cn1	30.7%[activator]	0.4%	/	-5.0%	8.2%	2.5%[2.33 µM]	10.2%	-15.5%	/
CC(NC(=O)NC(=O)c1cccc(Cl)c1)c1ccccc1 (stereo unspecified)	-17.3%	-7.8%	11.2%	-9.3%	26.2%	45.2%[activator]	-36.6%	-4.5%	-1.2%
O=C(NCC(=O)N1CCN(C(=O)c2ccco2)CC1)c1ccccc1	15.9%	-13.4%	4.1%	-19.2%	-11.5%	23.3%	1.5%	-2.6%	-1.3%

Some of the compounds tested. The share of hits here may be higher or lower than overall.
